Source: PubChem (several laboratories)
CRFR2-BP ag – agonists of human CRF-binding protein/CRF-R2 receptor complex | activation, % at 13.2 µM | AID 588473 | hit rate 0.46% among 350,000 | HEK293 CRF-R2/CRF-BP, calcium dye fluorescence (FLIPR); percent of saturating CRF peptide response;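 active means activation of at least 50%, plus an integration ratio under a set limit after plate pattern correction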;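 further: plate controls were neutral control wells without compound for no effect and CRF at EC100 for full effect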
p-CIP stab down – lowers stability of the mouse p/CIP coactivator protein | Q05BA5 | F442A p/CIP-EGFP cells, EGFP fluorescence, 16 h | decrease of EGFP signal, % at 10 µM | hit rate 0.01% among 290,000 | AID 1984;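 active means EGFP signal decrease of at least 30% at 10 µM or well 3 SD below plate mean, unless failing retest; inactive means the rest, including hits failing retest or dose response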; further: some compounds called inactive have numbers as strong as hits; many of its hits are not listed in these tables
MEKK3 PB1 HTS – MEKK3-MEK5 PB1 interaction, increase or decrease | Q99759 | bead-based flow cytometry, Alexa488-MEK5 binding to MEKK3; actives lie on both sides; 0 = blocked by unlabeled MEK5, 100 = vehicle | binding response (% of control), % at 10 µM | hit rate 1.4% among 290,000 | AID 1529;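 active means binding response more than 3 SD above or below the average of its plate-row segment, actives on both sides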;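 further: Alexa488 bead fluorescence after subtracting the streptavidin-only scavenger bead signal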
IDE cell activ – IDE (human) activation, cell-based; HEK cells, FAbeta-B cleavage, fluorescence polarization; 0% vehicle, 100% cell-free pure enzyme wells; activation, % at 5.96 µM; hit rate 0.073% among 340,000; AID 493087;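 active means activation above the mean of all tested compounds plus 3 SD, set per screening campaign, cut at about 17% in these data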
CRFR2-BP antag – CRF-BP/CRF-R2 complex antagonism; HEK293 CRF-R2/CRF-BP, CRF-induced calcium fluorescence; inhibition, % at 11.8 µM; hit rate 0.59% among 350,000;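 active means inhibition of the ligand-induced calcium signal above about 50% at the single tested concentration, limit read from the data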
GalR3 antagonist – antagonists of human GalR3; O60755; HEK293 GalR3-CNG cAMP membrane potential fluorescence; galR3 body fused to GalR1 C-terminus; inhibition, % at 3 µM; hit rate 0.44% among 360,000;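 active means inhibition above the screen-wide average plus 3 SD, cut at about 13% in these data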;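 further: forskolin and galanin both at EC90 stimulate the cells; cAMP rise reported by CNG channel membrane potential dye signal; 0% = forskolin plus galanin with DMSO and 100% = forskolin alone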
Target sequence (O60755 1-299 limits assumed): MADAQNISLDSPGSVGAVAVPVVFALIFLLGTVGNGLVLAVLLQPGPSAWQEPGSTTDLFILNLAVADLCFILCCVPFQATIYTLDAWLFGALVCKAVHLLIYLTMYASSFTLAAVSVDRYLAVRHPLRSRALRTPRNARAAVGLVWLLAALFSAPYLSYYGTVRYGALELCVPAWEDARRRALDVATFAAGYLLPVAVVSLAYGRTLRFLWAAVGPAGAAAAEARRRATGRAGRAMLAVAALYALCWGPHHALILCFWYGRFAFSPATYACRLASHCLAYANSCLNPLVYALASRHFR
M4 PAM – CHRM4 positive allosteric modulation; CHO-K1 hM4/Gqi5, Fluo-8 calcium fluorescence, ACh EC20; 0% = ACh EC20, 100% = maximal ACh; activation, % at 3 µM; hit rate 0.4% among 360,000; AID 624126;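 active means activation above its plate's cutoff, the mean activation of sample wells plus 3 SD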; further: some results filed as inactive read as strong as hits
Target sequence (P08173 whole entry, looked up): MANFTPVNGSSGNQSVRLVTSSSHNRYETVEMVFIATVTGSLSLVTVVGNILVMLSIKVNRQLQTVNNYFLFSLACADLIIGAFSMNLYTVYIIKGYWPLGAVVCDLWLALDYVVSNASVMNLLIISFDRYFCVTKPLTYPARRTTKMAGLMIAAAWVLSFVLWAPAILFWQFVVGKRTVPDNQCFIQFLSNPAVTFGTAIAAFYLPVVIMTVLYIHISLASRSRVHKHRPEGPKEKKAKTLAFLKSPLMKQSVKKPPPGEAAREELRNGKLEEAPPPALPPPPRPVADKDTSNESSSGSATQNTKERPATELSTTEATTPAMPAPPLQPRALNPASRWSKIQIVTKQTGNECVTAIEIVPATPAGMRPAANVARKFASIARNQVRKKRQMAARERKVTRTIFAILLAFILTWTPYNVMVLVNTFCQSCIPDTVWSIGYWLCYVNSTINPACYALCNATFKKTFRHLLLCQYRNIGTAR
IDE cell inh – cellular human IDE inhibition | P14735 | HEK cells, FAbetaB cleavage, fluorescence polarization | inhibition, % at 5.59 µM | hit rate 0.41% among 320,000;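 active means percent inhibition above the average of all tested compounds plus 3 SD, set per screening campaign, cut at about 16% in these data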;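 further: IDE supplied by intact live HEK cells; FP after avidin binding of uncleaved biotin substrate so inhibition keeps polarization high; 0% = DMSO wells and 100% = 60 µM reference IDE inhibitor Ii1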
PHOSPHO1 block – inhibitors of human PHOSPHO1 phosphatase | inhibition, % at 13.3 µM | recombinant PHOSPHO1, absorbance phosphatase assay | Q8TCT1 | hit rate 1.1% among 290,000; in the data active means inhibition above about 60%
Target sequence (Q8TCT1 whole entry, looked up): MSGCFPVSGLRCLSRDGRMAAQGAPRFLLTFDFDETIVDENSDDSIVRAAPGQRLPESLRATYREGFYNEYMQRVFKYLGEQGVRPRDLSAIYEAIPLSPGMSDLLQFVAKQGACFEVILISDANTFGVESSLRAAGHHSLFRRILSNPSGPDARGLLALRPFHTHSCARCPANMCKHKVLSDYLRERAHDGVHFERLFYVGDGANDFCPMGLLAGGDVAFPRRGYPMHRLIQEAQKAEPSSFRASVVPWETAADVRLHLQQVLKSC
An asterisk follows results filed as active; · = not tested or not shown.

SMILES | CRFR2-BP ag | p-CIP stab down | MEKK3 PB1 HTS | IDE cell activ | CRFR2-BP antag | GalR3 antagonist | M4 PAM | IDE cell inh | PHOSPHO1 block
Cc1ccc(S(=O)(=O)N2CCC(C(=O)N3CCN(c4ccccn4)CC3)CC2)cc1C | -1.2 | · | · | · | 0 | -4 | -4 | · | ·
CCc1c(C)nc(N2CCN(c3ccc(F)cc3)CC2)[nH]c1=O | 0.4 | -4 | 102 | 4 | -17 | -7 | -2 | · | 20
COC(=O)c1c(C)nn(-c2ccc(F)c(Cl)c2)c1-c1cc(C)on1 | -1.8 | -7 | 93 | 3 | 8 | -1 | 13 | -2 | 28
CN(c1ccc(C(=O)NCC2CCCO2)cc1)S(=O)(=O)c1ccccc1 (stereo unspecified) | 2.3 | -10 | 108 | 4 | -6 | -1 | 16 | -4 | 20
COc1ccc(/C=C/C(=O)OCC(=O)Nc2ccc(C)cc2)cc1S(=O)(=O)N1CCOCC1 | -0.7 | 4 | 107 | -6 | 9 | -2 | -5 | 6 | -12
Cc1ccc(NC(=O)c2nsc(Cl)c2Cl)cc1 | -0.2 | 11 | 97 | 2 | -3 | -8 | -5 | 1 | -6
COc1ccc(CC(=O)n2[nH]c(=O)c3ccccc3c2=O)cc1OC | 0.5 | -8 | 68 | 3 | 9 | -5 | 1 | 6 | 16
O=C(/C=C/NCc1cccnc1)c1ccc(Br)cc1 | -0.7 | · | · | 7 | 7 | -6 | -2 | 1 | ·
CCCCCn1c(=O)[nH]c2cc(C(=O)NCCN3C(C)CCCC3C)ccc2c1=O (stereo unspecified) | -2.1 | -15 | 107 | 0 | -10 | -9 | -12 | 1 | 10
Cn1nnc2cc(C(=O)N3CCSCC3)ccc21 | -0.6 | 0 | 103 | 5 | 5 | 1 | -1 | 5 | 14
O=C1CCCc2c1nc(-c1ccc([N+](=O)[O-])cc1)n2O | -2.0 | 10 | 91 | -1 | -4 | -3 | 3 | 3 | 27
CCC(C)NC(=O)Nc1ccc(C)cc1C (stereo unspecified) | 0.9 | -10 | 95 | 0 | -12 | -2 | -1 | 4 | 37
Cc1ccc(/C=N/NC(=O)CSc2nnc(-c3ccc(Cl)cc3)n2-c2ccccc2)o1 | 0.0 | -14 | 94 | 9 | -14 | -3 | -7 | 0 | 21
CCn1cc(CN2CCC(n3nccc3NC(=O)c3cccc(F)c3)CC2)cn1 | 1.6 | -10 | 108 | 8 | 9 | -3 | 0 | -5 | 51
COc1ccc(-n2ncc3c2CC(C)(C)CC3NC(=O)CCn2nc(C)cc2C)cc1 (stereo unspecified) | -1.4 | -8 | 105 | -1 | -1 | 1 | -4 | 2 | 26
O=C(NCC1CCCO1)c1cc2cc(F)ccc2[nH]1 (stereo unspecified) | -0.3 | 3 | 99 | 1 | 2 | -10 | 3 | 1 | 6
COc1cc(C(=O)NCC(=O)OCc2ccc(F)cc2)cc(OC)c1OC | -2.3 | · | · | 1 | 2 | -3 | -2 | 1 | ·
C/C(=N\OCC(=O)N/N=C/c1ccccc1)c1cccs1 | 0.2 | -2 | 97 | 5 | -7 | 3 | 3 | 0 | 0
Cc1ccc(NS(=O)(=O)c2cc(C(=O)N(C)C)ccc2C)cc1C | 0.5 | 3 | 98 | 3 | 6 | -6 | 6 | · | 42
Cc1cc(C(=O)N/N=C/c2cc(Cl)cc([N+](=O)[O-])c2O)n[nH]1 | -1.0 | 1 | 96 | 5 | 12 | 4 | -4 | -1 | 24
CC(C)(C)NC(=O)CN(C(=O)C(=O)Nc1ccc2c(c1)OCCO2)C(C)(C)C | -0.9 | -3 | 117 | 7 | 3 | -1 | -1 | -6 | 20
CCCC12CN3CCN(CC(C3)/C1=N\NC(=O)c1ccccc1Cl)C2 | -0.3 | 6 | 103 | 0 | -20 | -5 | -1 | 1 | -34
COc1cccc(CN2CC(C(=O)NCCCc3ccncc3)CCC2=O)c1 (stereo unspecified) | -1.2 | 2 | 103 | -1 | 20 | -4 | -3 | · | 8
COc1ccccc1-c1noc(-c2ccccc2C(=O)N2CCOCC2)n1 | -2.6 | 0 | 102 | 2 | 23 | -4 | -9 | 3 | -14
Cc1c(C(=O)N2CCCC2)oc2c1-c1[nH]ncc1CC2 | -1.6 | 11 | 109 | 0 | 18 | · | -2 | 0 | -4
O=C(O)c1ccccc1NC(=O)c1ccccc1-c1ccccc1C(=O)O | 0.0 | 2 | 103 | 1 | 4 | -10 | 0 | 0 | 34
c1ccc(-c2nnc(C3CC(c4ccncc4)=NO3)o2)cc1 (stereo unspecified) | -0.2 | · | 105 | -2 | 6 | -2 | -2 | -2 | ·
Cc1ccc2onc(CC(=O)O)c2c1 | -0.8 | 2 | 104 | 6 | -5 | -5 | -2 | 0 | -5
Cc1ccc(S(=O)(=O)N2CCOCC2)cc1C(=O)N1CCCC1 | 2.7 | 7 | 103 | 1 | -3 | -7 | 4 | 5 | 36
O=C(COc1ccc(F)cc1)NNC(=O)c1cc2ccccc2oc1=O | -2.0 | -4 | 102 | 5 | 2 | -6 | -3 | 0 | 19
Cc1cc(C)c(S(=O)(=O)N2CCCC2=O)cc1N(C)S(C)(=O)=O | -1.0 | -12 | 105 | 5 | 1 | -7 | -5 | · | -18
Cc1c(-n2c(SCC(=O)N(C)C3CCS(=O)(=O)C3)nc3ccccc3c2=O)c(=O)n(-c2ccccc2)n1C (stereo unspecified) | 0.8 | -2 | 108 | 10 | 8 | -4 | 3 | 1 | 1
C=CCn1c2ccccc2c2nnc(SC(CC)C(=O)Nc3nc(C)c(C(=O)OCC)s3)nc21 (stereo unspecified) | 15 | -11 | · | 0 | -55 | -3 | 4 | 3 | 4
COc1ccccc1NC(=O)CC(NC1CCCCC1)C(=O)O (stereo unspecified) | 0.7 | -11 | 97 | 4 | 23 | 0 | -1 | 3 | -2
CC(C)CCNC(=O)C(c1cccnc1)N(Cc1ccccc1)C(=O)Cn1nnc2ccccc21 (stereo unspecified) | 0.6 | · | 102 | 5 | -4 | -5 | 14 | -7 | ·
O=C(c1cccs1)N(CC1CCCO1)c1nc(-c2ccccc2)cs1 (stereo unspecified) | 5.4 | 2 | 96 | -2 | -3 | -5 | 9 | 8 | -2
O=C(CCn1nnc2ccccc21)Nc1nnc(-c2ccccc2F)s1 | 3.3 | 5 | 97 | 0 | 1 | -4 | 4 | 1 | -2
Cc1c2c([n+]3n1CCC3)CC(C)(C)CC2=O | -0.4 | -6 | 88 | 3 | 5 | 5 | 6 | 5 | -21
COc1ccccc1CN(C)C(=O)c1ccccc1Sc1ccccc1C#N | 0.6 | -24 | 101 | -3 | 13 | -1 | -3 | 6 | 20
Cc1ccc(NC(=O)CCn2ccc([N+](=O)[O-])n2)nc1 | 2.4 | -6 | 95 | 2 | 20 | -4 | 3 | 2 | 1

Random excerpt: 5 entries already listed.
SMILES | CRFR2-BP ag | p-CIP stab down | MEKK3 PB1 HTS | IDE cell activ | CRFR2-BP antag | GalR3 antagonist | M4 PAM | IDE cell inh | PHOSPHO1 block
Cc1c(C(=O)N2CCCC2)oc2c1-c1[nH]ncc1CC2 | -1.6 | 11 | 109 | 0 | 18 | · | -2 | 0 | -4
O=C(CCn1nnc2ccccc21)Nc1nnc(-c2ccccc2F)s1 | 3.3 | 5 | 97 | 0 | 1 | -4 | 4 | 1 | -2
C=CCn1c2ccccc2c2nnc(SC(CC)C(=O)Nc3nc(C)c(C(=O)OCC)s3)nc21 (stereo unspecified) | 15 | -11 | · | 0 | -55 | -3 | 4 | 3 | 4
O=C(O)c1ccccc1NC(=O)c1ccccc1-c1ccccc1C(=O)O | 0.0 | 2 | 103 | 1 | 4 | -10 | 0 | 0 | 34
O=C(COc1ccc(F)cc1)NNC(=O)c1cc2ccccc2oc1=O | -2.0 | -4 | 102 | 5 | 2 | -6 | -3 | 0 | 19

Next part.
SMILES | CRFR2-BP ag | p-CIP stab down | MEKK3 PB1 HTS | IDE cell activ | CRFR2-BP antag | GalR3 antagonist | M4 PAM | IDE cell inh | PHOSPHO1 block
CCCNC(=O)c1ccccc1NC(=O)CN(c1ccccc1OCC)S(C)(=O)=O | -1.2 | 5 | 102 | 1 | -23 | -1 | 10 | 1 | 16
COc1ccc(CNc2nc(=S)[nH]c3cc(OC)c(OC)cc23)cc1 | -0.5 | -2 | 106 | 2 | -7 | -11 | 9 | 5 | -56
Cc1ccc(C(=O)CS(C)(=O)=O)cc1 | -0.2 | -5 | 103 | 3 | 2 | -3 | 7 | 1 | 16
COc1ccc(CN2CCN(CC3CC3)CC2CCO)c(C)c1C (stereo unspecified) | -1.3 | -10 | 108 | -3 | 3 | -12 | 0 | -5 | ·
Cn1c(=O)n(CCc2ccccc2)c(=O)c2c1nc1n2CCCN1Cc1ccccc1 | 0.4 | 4 | 107 | -1 | 11 | 3 | 9 | 4 | 1
CNC(=O)CC1C(=O)N(c2ccc(Cl)cc2)C(=S)N1CCc1ccc(OC)c(OC)c1 (stereo unspecified) | -2.0 | -6 | 109 | 1 | -29 | -1 | 4 | -3 | 47
CCOc1ccccc1NC(=O)NCc1ccccc1 | 0.1 | 0 | 92 | 1 | 7 | -4 | -8 | 2 | 13
Cc1ccc(O)c(C(=O)CC(=O)c2cccc(F)c2)c1 | 30 | -1 | 108 | 2 | -5 | 3 | 24 | 2 | -36
Cc1ccc(NC(=O)C(=Cc2ccc(C(=O)O)cc2)C(=O)Nc2ccc(C)cc2C)c(C)c1 | -2.0 | -15 | 100 | -2 | 6 | · | 2 | -2 | 33
CCOC(=O)N1CCN(c2nnc(-c3ccc(C)cc3)c3ccccc23)CC1 | -0.2 | -7 | 96 | 2 | 23 | -10 | -16 | 1 | ·
O=C(O)CCC1=C2c3ccccc3CCN2C(=O)CC1 | 4.5 | 12 | 98 | -1 | -1 | -5 | 4 | 8 | 10
CCOC(=O)c1c(CN2CCCCC2)n(C)c2cc(Br)c(OC)cc12 | 1.3 | -6 | 101 | 5 | 14 | -8 | -3 | -1 | 64*
O=C(COC(=O)C1COc2ccccc2O1)Nc1ccccc1OC(F)F (stereo unspecified) | 1.3 | · | · | 3 | -4 | -5 | 4 | 2 | ·
Cc1ccc(/C=C/C(=O)c2nc3ccccc3[nH]2)cc1 | 0.3 | -5 | 103 | 0 | 21 | -3 | -3 | 0 | -53

Record cards, as listed above. Order of screens: CRFR2-BP ag | p-CIP stab down | MEKK3 PB1 HTS | IDE cell activ | CRFR2-BP antag | GalR3 antagonist | M4 PAM | IDE cell inh | PHOSPHO1 block
Results for `COc1ccc(/C=C/C(=O)OCC(=O)Nc2ccc(C)cc2)cc1S(=O)(=O)N1CCOCC1` : -0.7 | 4 | 107 | -6 | 9 | -2 | -5 | 6 | -12
Results for `Cc1ccc(/C=C/C(=O)c2nc3ccccc3[nH]2)cc1` : 0.3 | -5 | 103 | 0 | 21 | -3 | -3 | 0 | -53
Results for `Cn1c(=O)n(CCc2ccccc2)c(=O)c2c1nc1n2CCCN1Cc1ccccc1` : 0.4 | 4 | 107 | -1 | 11 | 3 | 9 | 4 | 1
Results for `O=C(c1cccs1)N(CC1CCCO1)c1nc(-c2ccccc2)cs1` (stereo unspecified) : 5.4 | 2 | 96 | -2 | -3 | -5 | 9 | 8 | -2

As entered above:
For p-CIP stab down, Cc1ccc(NS(=O)(=O)c2cc(C(=O)N(C)C)ccc2C)cc1C is entered as 3
For PHOSPHO1 block, Cc1ccc(C(=O)CS(C)(=O)=O)cc1 is entered as 16
